Bioassay records from PubChem BioAssay.
Dynein transport: blocks dynein driven cargo transport along microtubules | 3617.4 mouse cells, GR-EGFP nuclear translocation imaging; test concentration mostly 20 µM; stimulated with dexamethasone, 1 µM; hits give low values | 0.47% of 220,000 active | z-score, hits read low;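 active = plate z-score of nuclear minus cytoplasmic receptor signal below a set negative limit, without overly bright fluorescence or cell loss, cut at about -3.5 in these data, passing the limit was not always enough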;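 note: z-score of nuclear minus cytoplasmic ring GR-EGFP intensity difference per well; some compounds called inactive have numbers as strong as hits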
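Also added: dexamethasone, 1.0 µM final. Medium: tet-free, stripped-serum medium. Detection: fixed, Hoechst-stained cells imaged at 10x for EGFP. Read-out: nuclear-to-cytoplasmic GR-EGFP distribution per well. Times: induction 48 h, compound 1 h, agonist 30 min.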
Autophagy mod: autophagy modulation, high-content screen. AID 463193. MEF GFP-LC3 puncta imaging; test concentration mostly 10 µM. calls only at 10 µM (by protocol). 0.98% of 190,000 active;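 active = percentage of spot-positive cells more than 3 SD above its plate mean, without a fluorescence outlier flag or 80% toxicity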;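 note: spot-positive cell cutoff set from DMSO-treated cells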
NOD1 NF-kB reporter: inhibition of NOD1-driven NF-kB reporter – cell-based, luminescence, uHTS, primary screen (AID 1578); NOD1-driven NF-kB luciferase reporter cells, luminescence; higher % means a stronger effect; inhibition, % at 4 µM, or EC50 in µM where a hit was titrated; 1% of 290,000 active; in the data active = inhibition mostly above about 36%, no sharp cut-off; inactive = mostly below about 34%;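 note: HEK-293T reporter cells stimulated with the NOD1 agonist gamma-tri-DAP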
Ins promoter up: MIN6 insulin promoter up-regulation. z-score at 5 µM. MIN6 insulin promoter-GFP reporter, high-content imaging; hits give high values. 0.3% of 190,000 active;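 active = z-score above 3 at 5 µM with at least 500 cells counted in the well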
bCat nuc transl: alters nuclear translocation of beta-catenin in HeLa cells | immunofluorescence imaging | 0.3% of 190,000 active | nuclear translocation activity, % at 5 µM;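 active = nuclear translocation activity above 50% at 5 µM, with a well cell count of 50 or more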;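 note: per-cell ratio of nuclear to cytoplasmic median beta-catenin stain intensity; plate controls were DMSO negative control for no effect and GSK-3 inhibitor IX positive control for full effect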
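test system = HeLa cells, endogenous beta-catenin | dosing = single 5 µM dose plus 0.02–20 µM confirmation series | times = compound treatment 24 h, 37°C, 5% CO2 | technique = beta-catenin immunofluorescence imaging with DAPI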
Yfh1-off respiration: mitochondrial function rescue without frataxin homolog – Friedreich's ataxia, plus single-dose screen, dose response (AID 1465); S. cerevisiae Yfh1-off respiration, WST-1 reduction, 72 h; higher fold induction means a stronger effect; one-dose fold induction at 50 µM; EC50 in µM for titrated hits; 0.074% of 220,000 active;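 active = fold induction of absorbance versus untreated yeast above a set limit, then at least 30% activation at any dose in follow-up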;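 note: activators that raise dye reduction in frataxin-depleted yeast; strong numbers were not always called active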
MT stabilizer: microtubule stabilization, imaging screen | % tubulin-high responders, % at 10 µM | 0.83% of 200,000 active | HeLa tubulin immunostaining HCS, 24 h; share of cells brighter than vehicle mean+2SD;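 active = plate Z-score above 3 for both tubulin-high and condensed-nucleus cell shares, with cell loss under 80%, at 10 µM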;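 note: anti alpha tubulin signal scored within the nucleus-defined area of each cell; some results filed as inactive read as strong as hits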
HEK293 NOD2/NF-kB: NOD2 signaling inhibitors, cell-based, luminescence, uHTS, HEK293 (AID 1566). one-dose inhibition, % at 4 µM; EC50 in µM for titrated hits. HEK293 NOD2/NF-kB luciferase reporter, luminescence; higher % means a stronger effect. 0.63% of 290,000 active; in the data active = inhibition above about 50%; note: many of its hits are not listed in these tables
M17LAP inhibition: P. falciparum M17LAP inhibitors, primary screen, biochemical, fluorogenic H-Leu-NHMec substrate, 1536-well (AID 1619); recombinant M17LAP, H-Leu-NHMec fluorogenic kinetic assay; higher % means a stronger effect; inhibition, % at 30 µM, or IC50 in µM where a hit was titrated; 0.38% of 220,000 active;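 active = compound inhibiting the enzyme by more than half at any dose during confirmatory dose-response retesting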;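 note: plate controls were full reaction with DMSO carrier for no effect and no enzyme background for full effect; strong numbers were not always called active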
Dynein transport cytoplasmic EGFP: also measured in Dynein transport; calls as there; z-score; measured here: cytoplasmic GR-EGFP intensity; hits give high values
Dynein transport nuclear GR-EGFP: recorded beside Dynein transport, whose call it bears; z-score; measured here: nuclear GR-EGFP intensity;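 lower value marks the stronger effect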
Dynein transport cell count: further read-out of Dynein transport, marked with its call; z-score; measured here: cell count per field
Ins promoter up cell count: further read-out of Ins promoter up, marked with its call; cell count; measured here: cytotoxicity, nuclei count;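 total cells summed across four imaged fields per well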
bCat nuc transl cell count 5 µM: further read-out of bCat nuc transl, marked with its call; cell count; measured here: cell count, cytotoxicity flag
MT stabilizer Hoechst-high %: recorded beside MT stabilizer, whose call it bears; % Hoechst-high responders; measured here: nuclear condensation Hoechst responders;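 share of cells brighter than vehicle mean plus two SD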
MT stabilizer cytotoxicity %: recorded beside MT stabilizer, whose call it bears; toxicity, %; measured here: cytotoxicity by cell density;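 0% = mean cell density of plate MIN control wells and 100% = no cells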
Autophagy mod cell loss 18 h: also measured in Autophagy mod; calls as there; toxicity, %; measured here: cell loss, nuclei count;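 cell loss after 18 h compound exposure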
* marks the source's active call; other numbers are inactive results; i = inactive; · = no result given; & = joins results of further samples. These rows are one share of the data (hit frequency here may not be typical).

SMILES	Dynein transport	Dynein transport cytoplasmic EGFP	Dynein transport nuclear GR-EGFP	Dynein transport cell count	Autophagy mod	Autophagy mod cell loss 18 h	NOD1 NF-kB reporter	Ins promoter up	Ins promoter up cell count	bCat nuc transl	bCat nuc transl cell count 5 µM	Yfh1-off respiration	MT stabilizer	MT stabilizer Hoechst-high %	MT stabilizer cytotoxicity %	HEK293 NOD2/NF-kB	M17LAP inhibition
C[C@@H](NC(=O)c1nc[nH]c1C(=O)N[C@@H](Cc1ccccc1)C(=O)OCc1ccccc1)c1ccccc1	0.28	-0.25	0.42	-0.47	i	-6	-29%	-0.47	1426	-2.2	1135	i	5.1	1.3	7.9	16%	-9%
CCOc1cc(/C=C(\C#N)C(N)=O)ccc1OCc1c(C)no[n+]1[O-]	-1.1	-0.32	-0.52	0.58	i	-8	-20%	-0.71	1359	-2.1	1050	i	0.8	1.6	3.1	11%	3%
COc1ccccc1C(=O)NCCC(=O)Nc1cccnc1	-0.92	-0.21	-0.38	1.1	·	·	-12%	0.05	1377	-1.7	1188	i	·	·	·	18%	3%
COc1ccc(F)cc1S(=O)(=O)n1nnc2ccccc21	1.6	-0.12	0.97	-1.7	i	-14	-40%	0.57	1553	0.3	1526	i	1.9	1.9	2.0	19%	26%
O=C(c1cc(=O)[nH]c2ccccc12)N1CCN(c2ccccc2)CC1	0.49	-0.23	0.028	-0.38	·	·	15%	-0.19	1459	-1.4	1079	i	·	·	·	-4%	7%
CNS(=O)(=O)c1cccc(C(=O)OCC(=O)N2c3ccccc3CC2C)c1 (stereo not given)	1.5	0.059	0.67	-0.022	i	-19	-47%	0.38	712	1.3	1199	i	3.3	2.7	0.9	-19%	9%
CC(CC(=O)Nc1ccc(Cl)c([N+](=O)[O-])c1)c1ccccc1 (stereo not given)	-0.6	-0.2	-0.49	0.38	i	-9	·	-0.67	1415	0.5	1426	i	4.5	3.8	5.2	9%	3%
C/C=C/C(=O)N1CC2(CC(c3cccc(NC(=O)/C(C)=C/C)c3)=NO2)C[C@H]1C(N)=O (stereo not given in full)	0.17	-0.7	0.17	-0.52	·	·	6%	0.49	1018	-0.3	1108	i	·	·	·	13%	-3%
COc1ccc(C(=O)NCCCc2nc3ccccc3n2Cc2cc(C)ccc2C)cc1OC	-0.56	-0.29	0.47	0.19	i	-44	-28%	0.44	1150	-1.7	578	i	3.8	4.5	0.1	-12%	4%
COc1ccccc1NC(=O)c1c(C)cc(=O)oc1C	0.49	0.33	0.7	-0.07	i	2	7%	0.58	1286	0.7	1145	i	4.9	2.7	5.1	18%	1%
CCOCCCNC(=O)C1CCC(=O)N1CCc1ccccc1 (stereo not given)	-0.16	-0.25	0.2	0.049	i	-2	6%	1	1329	·	·	i	2.8	0.3	17	12%	1%
CC1(C)Cc2ccccc2-c2nnc(SCc3ccc(C#N)cc3)n21	1.1	-0.22	0.17	-0.19	i	1	5%	-0.01	1071	-3.7	963	i	1.0	0.9	8.6	-1%	8%
COc1ccc(N(CC(=O)NCc2ccc3c(c2)OCO3)C(=O)CCC(=O)Nc2ccccn2)cc1	0.8	-0.23	1	-0.66	i	-15	-27%	0.56	1480	0.6	1581	i	0.9	0.6	7.5	17%	·
CCC(CC)C(=O)c1c[nH]c(C(=O)NCCc2ccccn2)c1	-0.53	-0.2	0.28	0.14	i	-18	4%	-0.28	1615	-1.3	1299	i	3.0	2.2	9.7	1%	2%
O=C(CSc1nc2ncccc2[nH]1)c1cccc([N+](=O)[O-])c1	-0.3	-0.26	0.19	0.51	i	18	25%	-0.13	1254	-2.1	1060	i	1.8	3.6	6.4	-22%	3%
O=C(N/N=C/C(Cl)=C\c1ccccc1)c1ccco1	-0.36	-0.25	0.47	-0.19	·	·	-11%	·	·	1.1	1268	i	·	·	·	-88%	7%
N#CCCS(=O)(=O)c1ccc(N)cc1	-0.53	-0.086	-0.32	1.2	i	6	-29%	0.23	1402	0.0	1128	i	5.1	1.7	3.8	6%	-4%
COc1ccc(-c2nc(CS(=O)CC(=O)NCc3ccccn3)c(C)o2)cc1 (stereo not given)	-0.39	-0.17	0.038	-0.17	·	·	-10%	1.2	1200	8.3	1116	·	4.6	2.7	5.6	7%	19%
CCOC(=O)c1cnc2c(cnn2C)c1NCc1ccc(OC)cc1	2.1	-0.23	1.4	-1.6	i	-1	-26%	-1.4	1259	-0.5	1038	i	4.8	2.1	9.5	10%	0%
O=C(C1CC1)N1CCN(c2ccnc3cc(Cl)ccc23)CC1	-0.052	-0.33	0.16	0.71	i	-24	-23%	-0.77	1541	-2.5	1098	i	4.0	2.5	3.9	18%	12%
Cc1ccc(/C=N/NC(=O)CSc2nnc(-c3ccccc3)n2-c2ccc(Cl)cc2)o1	1.3	0.33	1.2	-2	i	2	-10%	0	1427	-0.8	1147	i	1.5	2.7	12	8%	3%
CC(=O)Cc1nsc(Nc2cccc(C)c2)n1	-0.3	-0.17	-0.24	-0.25	i	4	-21%	0.44	1170	-0.7	1036	i	2.0	1.8	5.1	-5%	-11%
CCCOC(=O)c1c(NC(=O)CSc2nc(-c3ccco3)cc(C(F)(F)F)n2)sc(C(=O)OC)c1C	-0.71	0.18	-0.44	0.91	i	7	10%	-0.14	838	-1.4	1056	i	0.9	1.6	9.9	-16%	2%
CCC(=O)N1c2ccccc2NC2=C(C(=O)CCC2)C1c1ccc(N(C)C)cc1 (stereo not given)	0.58	-0.26	0.46	-0.18	i	17	-26%	0.17	1642	2.3	1370	i	2.1	2.1	11	4%	24%
CN(CCO)c1cnccn1	0.61	-0.34	0.54	-0.35	i	1	-23%	0.62	1323	0.7	1075	i	3.3	2.7	4.7	8%	5%
CN(C)c1ccc(NC(=O)N2CCOCC2)cc1	-0.87	-0.26	-0.68	1.2	i	7	-23%	0.38	1013	-0.3	985	i	2.2	0.7	3.3	2%	-9%
Nc1[nH]n2c(=O)cc(-c3ccccc3)nc2c1N=Nc1ccc(S(N)(=O)=O)cc1	-1.1	-0.33	-0.61	1.7	i	0	-26%	·	·	-0.2	1043	i	1.9	2.2	5.9	15%	7%
N#CCCN(C(=O)CSc1nc2nc(-c3cccs3)cc(C(F)(F)F)c2c(=O)[nH]1)c1ccccc1	0.22	-0.24	0.004	0.28	·	·	-16%	-0.48	1452	0.3	1108	i	·	·	·	16%	3%
Cc1c(N=Cc2c(O)n(Cc3ccco3)c(=O)c3ccccc23)c(=O)n(-c2ccccc2)n1C	3.6	1.9	2.7	0.44	i	-9	15%&0%	-1.7&0.48	878&1225	-7.0&-1.9	861&1149	i	3.8	2.1	3.9	-23%&8%	2%
CC(=O)N1CCc2cc(S(=O)(=O)CCC(=O)NCc3cccs3)ccc21	-0.69	-0.38	-0.51	0.35	i	-22	12%	1.2	1464	1.6	1392	·	3.9	2.3	1.2	16%	-6%
CCn1ccc(C(=O)Oc2ccc(Cl)cc2)n1	-0.24	-0.19	-0.92	1.1	i	6	-34%	-0.5	1630	1.9	1359	i	2.2	1.7	5.5	13%	-7%
CC(C)(C)OC(=O)N/N=C/c1ccc(C(=O)O)cc1	-0.7	-0.16	-0.6	0.085	i	0	-28%	0.87	1596	-1.4	1072	i	5.6	3.1	7.0	18%	5%
O=c1oc(-c2ccccc2[N+](=O)[O-])nc2ccccc12	-2.7	-0.034	-1.3	1.2	i	-13	-30%	-0.18	1811	-3.3	1104	i	2.6	1.9	2.4	0%	-16%

An excerpt of these results, field by field.
> COc1ccc(C(=O)NCCCc2nc3ccccc3n2Cc2cc(C)ccc2C)cc1OC
  Dynein transport = -0.56	Dynein transport cytoplasmic EGFP = -0.29	Dynein transport nuclear GR-EGFP = 0.47	Dynein transport cell count = 0.19	Autophagy mod = i	Autophagy mod cell loss 18 h = -44	NOD1 NF-kB reporter = -28%	Ins promoter up = 0.44	Ins promoter up cell count = 1150	bCat nuc transl = -1.7	bCat nuc transl cell count 5 µM = 578	Yfh1-off respiration = i	MT stabilizer = 3.8	MT stabilizer Hoechst-high % = 4.5	MT stabilizer cytotoxicity % = 0.1	HEK293 NOD2/NF-kB = -12%	M17LAP inhibition = 4%

> C/C=C/C(=O)N1CC2(CC(c3cccc(NC(=O)/C(C)=C/C)c3)=NO2)C[C@H]1C(N)=O (stereo not given in full)
  Dynein transport = 0.17	Dynein transport cytoplasmic EGFP = -0.7	Dynein transport nuclear GR-EGFP = 0.17	Dynein transport cell count = -0.52	Autophagy mod = ·	Autophagy mod cell loss 18 h = ·	NOD1 NF-kB reporter = 6%	Ins promoter up = 0.49	Ins promoter up cell count = 1018	bCat nuc transl = -0.3	bCat nuc transl cell count 5 µM = 1108	Yfh1-off respiration = i	MT stabilizer = ·	MT stabilizer Hoechst-high % = ·	MT stabilizer cytotoxicity % = ·	HEK293 NOD2/NF-kB = 13%	M17LAP inhibition = -3%

> Nc1[nH]n2c(=O)cc(-c3ccccc3)nc2c1N=Nc1ccc(S(N)(=O)=O)cc1
  Dynein transport = -1.1	Dynein transport cytoplasmic EGFP = -0.33	Dynein transport nuclear GR-EGFP = -0.61	Dynein transport cell count = 1.7	Autophagy mod = i	Autophagy mod cell loss 18 h = 0	NOD1 NF-kB reporter = -26%	Ins promoter up = ·	Ins promoter up cell count = ·	bCat nuc transl = -0.2	bCat nuc transl cell count 5 µM = 1043	Yfh1-off respiration = i	MT stabilizer = 1.9	MT stabilizer Hoechst-high % = 2.2	MT stabilizer cytotoxicity % = 5.9	HEK293 NOD2/NF-kB = 15%	M17LAP inhibition = 7%
